NCOA1 inh: inhibitors of human steroid receptor coactivator 1 (SRC1); Q15788; HEK293 GAL4-SRC1 luciferase reporter, luminescence; inhibition, % at 3.6 µM; actives 0.12% (n = 360,000);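 active = inhibition above the campaign mean plus 3 SD, with each screening campaign given its own cutoff, cut at about 60% in these data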;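 note: 0% = DMSO treated cells and 100% = gossypol at 36 µM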
TRAIL sens C8: sensitizes caspase-8 expressing cells to TRAIL. inhibition (viability loss, TRAIL sensitization), % at 10 µM. NB7+C8 cells + TRAIL, ATPlite viability luminescence. actives 1% (n = 360,000);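 active = compounds causing at least 50% loss of cell viability in the single-dose screen, relative to plate controls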
TLR9-MyD88 inh: blocks human TLR9 binding to MyD88 | actives 0.21% (n = 340,000) | inhibition, % at 4.98 µM | CHO BLA complementation TLR9-MyD88, CCF4 FRET ratio | Q9NR96+Q99836;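 active = inhibition above the mean over all tested compounds plus 3 SD, cut at about 21% in these data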;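 note: 0% = DMSO only wells and 100% = clavulanate BLA inhibitor control wells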
SRC2 inh: inhibits human steroid receptor coactivator 2; Q15596; HEK293 GAL4-SRC2 luciferase reporter, luminescence; inhibition, % at 9 µM; actives 0.17% (n = 370,000);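 active = inhibition above the mean inhibition of all tested compounds plus 3 SD, set per campaign, cut at about 52% in these data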;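 note: 0% = DMSO treated cells and 100% = cells given Gossypol at 36 µM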
TROY signal inh: TROY signaling inhibition | Q293 LMP1-TROYcd NF-kB luciferase reporter, 4 h | inhibition, % at 10 µM | actives 0.98% (n = 360,000);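 active = compounds whose plate-normalised and pattern-corrected inhibition of the luciferase reporter signal at the single screening dose is 50% or more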
Vif inh: blocks HIV Vif function; HEK293T cells, Vif self-association by quenched fluorescence, imaging, 24 h; inhibition, % at 7.49 µM; actives 0.35% (n = 340,000); in the data active = inhibition above about 50%, passing the limit was not always enough; note: some results filed as inactive read as strong as hits
LRH-1 inv ag: suppresses constitutive activity of human LRH-1; O00482; HEK293T StAR-luciferase reporter, LRH-1 transfected, 24 h; inhibition, % at 3.6 µM; actives 0.13% (n = 360,000);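 active = inhibition above the mean inhibition of all tested compounds plus 3 SD, cut at about 73% in these data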;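 note: 0% = DMSO wells and 100% = reporter-only cells lacking LRH-1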
Target sequence (O00482 whole entry, looked up): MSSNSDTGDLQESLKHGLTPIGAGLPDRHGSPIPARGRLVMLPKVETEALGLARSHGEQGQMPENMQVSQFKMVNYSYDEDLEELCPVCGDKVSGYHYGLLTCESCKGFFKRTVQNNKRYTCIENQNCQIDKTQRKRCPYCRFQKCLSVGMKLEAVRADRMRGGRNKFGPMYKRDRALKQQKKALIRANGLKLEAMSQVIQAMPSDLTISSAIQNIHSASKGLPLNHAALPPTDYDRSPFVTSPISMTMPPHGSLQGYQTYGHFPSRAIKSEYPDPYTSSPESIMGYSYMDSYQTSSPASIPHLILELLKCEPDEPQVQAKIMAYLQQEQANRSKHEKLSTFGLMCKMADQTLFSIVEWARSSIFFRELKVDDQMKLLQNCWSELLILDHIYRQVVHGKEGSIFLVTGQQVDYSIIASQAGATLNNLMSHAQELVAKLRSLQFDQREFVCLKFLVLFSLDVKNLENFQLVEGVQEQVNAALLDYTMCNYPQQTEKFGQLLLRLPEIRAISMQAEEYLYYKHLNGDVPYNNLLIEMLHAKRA
LMP1 NFkB inh: Epstein-Barr LMP1 NF-kappaB reporter inhibition; LMP1-induced NF-kappaB luciferase reporter cells, luminescence; inhibition, % at 12.5 µM; actives 0.69% (n = 350,000); AID 504558; in the data active = inhibition above about 41%;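 note: 0% = neutral control wells and 100% = reference inhibitor control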
NOD2-RIPK2 inh: blocks binding of human NOD2 to RIPK2; O43353; CHO BLA complementation NOD2-RIPK2, CCF4 ratio; inhibition, % at 4.98 µM; actives 0.38% (n = 360,000); AID 624267; in the data active = inhibition above about 21%;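 note: 0% = vehicle only and 100% = reference blocker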
Target sequence (O43353 whole entry, looked up): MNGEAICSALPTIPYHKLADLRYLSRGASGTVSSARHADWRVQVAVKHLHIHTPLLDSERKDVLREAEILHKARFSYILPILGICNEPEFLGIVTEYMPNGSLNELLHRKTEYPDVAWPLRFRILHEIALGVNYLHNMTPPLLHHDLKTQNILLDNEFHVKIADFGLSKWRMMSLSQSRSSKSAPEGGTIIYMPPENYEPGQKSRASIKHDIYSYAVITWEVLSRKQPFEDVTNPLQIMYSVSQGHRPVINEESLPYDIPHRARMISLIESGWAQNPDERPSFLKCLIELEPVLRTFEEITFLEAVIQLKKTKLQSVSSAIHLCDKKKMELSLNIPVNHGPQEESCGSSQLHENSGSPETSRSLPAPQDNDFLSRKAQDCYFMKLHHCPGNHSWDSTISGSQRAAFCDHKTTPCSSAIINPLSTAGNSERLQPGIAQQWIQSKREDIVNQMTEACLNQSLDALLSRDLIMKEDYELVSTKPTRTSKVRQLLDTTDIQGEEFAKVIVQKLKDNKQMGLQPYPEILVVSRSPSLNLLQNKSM
NR2F2 inh: blocks human COUP-TFII nuclear receptor; P24468; HEK293T NGFI-A luciferase reporter, luminescence; inhibition, % at 8.6 µM; actives 0.7% (n = 370,000); AID 686940;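 active = inhibition above a per-plate cutoff, mean inhibition of test wells between control levels plus 3 SD, cut at about 38% in these data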;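 note: cells cotransfected with COUP-TFII expression vector driving the NGFI-A reporter; 0% = median of COUP-TF2 test wells and 100% = reporter-only cells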
SRC3 inh: inhibits human SRC3 coactivator | actives 0.17% (n = 360,000) | Q9Y6Q9 | HEK293 GAL4-SRC3 luciferase reporter, luminescence | inhibition, % at 3.6 µM;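 active = inhibition above a per-campaign cutoff, the mean of all compounds plus 3 SD, cut at about 60% in these data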;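 note: 0% = DMSO-treated cells and 100% = gossypol-treated cells at 36 µM; higher means less SRC3-driven luciferase light from the GAL4 reporter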
* marks the source's active call; other numbers are inactive results; . = not tested or not shown. An excerpt; the hit share may differ from the screen's.

entry | SMILES | NCOA1 inh | TRAIL sens C8 | TLR9-MyD88 inh | SRC2 inh | TROY signal inh | Vif inh | LRH-1 inv ag | LMP1 NFkB inh | NOD2-RIPK2 inh | NR2F2 inh | SRC3 inh
1 | C[C@H](CO)N1C[C@H](C)[C@@H](CN(C)S(=O)(=O)c2ccccc2)Oc2ccc(NC(=O)Cc3ccccc3)cc2C1=O | 11 | -5 | 1 | -9 | -3 | -3 | 15 | 2 | 1 | -7 | -6
2 | NC(=O)Nn1c(CCC(=O)O)ccc1-c1ccc(F)cc1 | -19 | 0 | 10 | -1 | 4 | 9 | -6 | -7 | 3 | 1 | 2
3 | Cc1cc(=O)oc2c(C)c(OCC(=O)N3CCN(c4ccccc4)CC3)ccc12 | 11 | 8 | -4 | -19 | 1 | -2 | -21 | -3 | 2 | 7 | -3
4 | CC(CCOS(N)(=O)=O)c1ccccc1 (stereo unspecified) | 3 | -11 | 4 | . | -10 | . | -1 | 1 | -9 | . | -8
5 | Cc1ccc(NC(=O)/C(=C\c2ccco2)NC(=O)c2ccco2)cc1 | -21 | 2 | 10 | -36 | -14 | 3 | 7 | -6 | -3 | -8 | -8
6 | CC(C)c1ccc(N2C(=O)CC(NNC(=O)c3cccnc3)C2=O)cc1 (stereo unspecified) | -18 | 13 | 6 | -27 | -11 | 4 | 11 | -3 | -11 | 18 | -7
7 | CCc1ccccc1NC(=O)CN1CCN(C(=O)CNC(=O)c2ccc(-c3ccccc3)cc2)CC1 | 8 | 19 | -5 | -1 | 25 | -2 | 5 | 14 | 4 | 35 | 13
8 | CC(=O)Nc1ccccc1N(C)S(=O)(=O)c1ccc(C)cc1 | 5 | 10 | -11 | -4 | 14 | -1 | -1 | 10 | 5 | 11 | -5
9 | O=C(Oc1ccc(NC2=C(Cl)C(=O)c3ccccc3C2=O)cc1)c1ccc([N+](=O)[O-])cc1 | 0 | 33 | 1 | . | 24 | 0 | -2 | 19 | -23 | . | 9
10 | Cc1nc(/N=C(\N)N(C)C)[nH]c(=O)c1C | 6 | -8 | 6 | -30 | 4 | -4 | -3 | -13 | 2 | 16 | -4
11 | CN(Cc1cnn(C)c1)Cc1nc(COc2ccccc2)no1 | -6 | -3 | 7 | -27 | -22 | 9 | 8 | -3 | -6 | -4 | -9
12 | CCC(C)c1ccccc1NC(=O)COC(=O)c1ccc2c(c1)S(=O)(=O)c1ccccc1C2=O (stereo unspecified) | 15 | 0 | 11 | 5 | 4 | . | -9 | -4 | -12 | 26 | 4
13 | CCCN(C(=O)C1=COCCO1)c1c(N)n(Cc2ccccc2)c(=O)[nH]c1=O | 3 | -8 | 1 | -20 | 22 | -4 | 9 | -7 | 4 | -12 | 22
14 | COc1ccccc1Nc1nc(-c2ccccc2)nc2ccccc12 | 15 | 0 | -10 | -13 | 15 | 6 | 10 | 1 | -15 | -8 | 4
15 | COc1cccc(OCCNS(=O)(=O)c2cccc([N+](=O)[O-])c2)c1 | -2 | -6 | 1 | -7 | 22 | -4 | -9 | 3 | 8 | -6 | 13
16 | S=c1nc(C2CC2)[nH]c2ccccc12 | -6 | 1 | -5 | -22 | 14 | 21 | 0 | -7 | -12 | 16 | -9
17 | O=C(NCC1CCCO1)c1cc(C(=O)c2ccc(Cl)cc2Cl)c[nH]1 (stereo unspecified) | 12 | -4 | 1 | 2 | 12 | -12 | 0 | 30 | 6 | 21 | 14
18 | O=S(=O)(c1ccc(F)cc1)N1CN(Cc2ccco2)c2nc3ccccc3nc21 | -30 | 4 | -13 | 2 | -4 | 2 | 14 | -6 | 2 | 8 | -16
19 | CC(=O)NNc1nc(-c2ccc(C)cc2)cs1 | -41 | -2 | 1 | -7 | 1 | -1 | -6 | -6 | 3 | -11 | -9
20 | CN(C(=O)c1ccccc1)C1(C)CCS(=O)(=O)C1 (stereo unspecified) | -7 | -5 | 4 | -6 | . | 6 | -10 | -2 | 9 | -7 | 8
21 | CC(=O)c1ccc(NS(=O)(=O)c2cccc(C(=O)Nc3ccccc3C(=O)O)c2)cc1 | 3 | -25 | -6 | -22 | 13 | 9 | -1 | 10 | 3 | 1 | 10
22 | CC(=O)N1CCN(c2ccc(NC(=O)COc3ccc(Cl)cc3Cl)cc2)CC1 | 6 | 8 | -2 | -9 | 17 | -22 | 22 | 12 | 10 | 13 | 16
23 | N#CCc1ccccc1C(=O)OCC(=O)N(Cc1ccccc1)Cc1ccccc1 | 1 | 0 | 1 | 10 | 5 | -3 | -12 | 0 | -10 | -11 | -35
24 | COc1ccc(N(CC(=O)Nc2ccc(F)c(F)c2)S(=O)(=O)c2c(C)[nH]c(=O)[nH]c2=O)cc1 | -4 | 6 | 3 | -31 | 12 | -7 | 3 | -4 | 0 | 10 | -20
25 | C=CCn1c(SCC(=O)NC2CCCC2)nc2sc(C)cc2c1=O | -1 | -2 | -10 | 17 | 2 | -6 | 20 | -3 | 0 | -1 | 18
26 | Cn1c(=O)n(C)c2cc(NC(=O)c3cccc([N+](=O)[O-])c3)c(Br)cc21 | 8 | 4 | 0 | 20 | 0 | 5 | 15 | -21 | -16 | 5 | 16
27 | COc1ccc(Cc2nnc(NC(=O)c3ccccc3F)s2)cc1 | -16 | -7 | 1 | -18 | 4 | 2 | -6 | -13 | -4 | -16 | -21
28 | COC(=O)C1=C(C)N(C)C(C)=C(C(=O)OC)C1c1ccncc1 | -19 | 21 | 5 | -31 | 0 | 8 | 8 | 1 | 3 | -18 | 28
29 | Cc1ccccc1C(=O)NNC(=O)c1cccn1C | -26 | -4 | -2 | -11 | -6 | -11 | -1 | -10 | -15 | -8 | -20
30 | O=C(Cn1cccc1)Nc1ccc(OC(F)(F)F)cc1 | -1 | 2 | -2 | -34 | 3 | 6 | -7 | -4 | 4 | 3 | -9
31 | C[C@]12C=CC(=O)C=C1CC[C@@H]1C2[C@@H](O)C[C@@]2(C)C1CC[C@]2(O)C(=O)COC(=O)CCC(=O)O (stereo partly specified) | -9 | -2 | -6 | -6 | 18 | -9 | -2 | 9 | 0 | -7 | -31
32 | CCOc1ccc(/C=C/C(=O)c2c(O)cc(C)oc2=O)cc1 | -70 | 66* | -8 | -44 | -55 | 3 | -111 | -11 | 6 | -46 | -78
33 | O=C(CSc1nc2ccc(NC(=O)c3ccccc3C(=O)O)cc2s1)Nc1c(Cl)cccc1Cl | -1 | 7 | 8 | 4 | 11 | 6 | 18 | -2 | -2 | -10 | -22
34 | CCCCCCCNC(=O)C1(CC2CC(c3ccc(Cl)cc3)=NO2)CCN(C(=O)C2(C)CC2)CC1 (stereo unspecified) | -5 | 5 | -10 | . | 17 | -7 | 2 | 1 | -2 | . | 1
35 | COc1ccccc1-c1nnc(SCC(=O)NCc2c(C)c(Cl)cc(C(C)C)c2O)o1 | -25 | 2 | -5 | -8 | 29 | -3 | 12 | -3 | -8 | -14 | 10
36 | Cc1ccc(S(=O)(=O)Nc2c(C)n(C)n(-c3ccccc3)c2=O)cc1C(=O)OCC(=O)N1CCCC(C)C1 (stereo unspecified) | -5 | -5 | -10 | 0 | 0 | 8 | -8 | -4 | 7 | -4 | 11
37 | Cc1ccc(OCC(=O)N/N=C2\CC(=O)CC(C)(C)C2)c(Br)c1 | -3 | -5 | -1 | 17 | -2 | 1 | -19 | 9 | -7 | 5 | -1
38 | Cc1noc(C)c1C(=O)OCC(=O)Nc1ncc(C(F)(F)F)cc1Cl | -7 | 12 | 2 | -2 | -13 | -2 | 6 | 3 | -7 | -8 | -10
39 | Cc1ccccc1C(=O)NNC(=O)C(C)N1C(=O)c2ccccc2C1=O (stereo unspecified) | -9 | -7 | -4 | -4 | 3 | -6 | 19 | 6 | 13 | -12 | -12
40 | O=C(Nc1cccc(Cl)c1)NC1(C(=O)NCc2cccs2)CCCCC1 | 10 | 6 | -9 | 1 | 1 | . | 18 | -5 | 1 | 15 | 7
41 | CCOc1cc(C(=S)N2CCN(C)CC2)ccc1OCC(=O)N1CCCC1 | 5 | -12 | -2 | 7 | -7 | -4 | 1 | -5 | -7 | -17 | 10
42 | O=C(CCCCCNc1nc(=S)[nH]c2ccccc12)NCCc1ccccc1 | -2 | 6 | -1 | 4 | 22 | 15 | -2 | -1 | 11 | 12 | 10
43 | CCOC(=O)c1cn(CC)c2cc(N3CCSCC3)c(F)cc2c1=O | 9 | 13 | -5 | 4 | -8 | . | 12 | 5 | 5 | -4 | 2
44 | COc1cc(NC(=O)C2CCN(S(=O)(=O)c3ccc4[nH]c(=O)oc4c3)CC2)cc(OC)c1 | -5 | -11 | -13 | 16 | 1 | -7 | 11 | 1 | -3 | 4 | 16
45 | Cc1ccc(CN2C(=O)C(C)Nc3ncnc(N4CCOCC4)c32)cc1 (stereo unspecified) | -9 | -9 | 0 | 24 | 0 | -3 | -10 | 7 | 3 | 3 | 11
46 | CC(C)CC(=O)NC(=S)N1CCN(c2ccc([N+](=O)[O-])cc2Cl)CC1 | 3 | -3 | -13 | -11 | 11 | -11 | 10 | 4 | -7 | 3 | 5
47 | CN(CC(=O)Nc1ccc(Cl)cc1)C(=O)CNC(=O)c1ccc2ccccc2c1 | -55 | 10 | -12 | -76 | -38 | . | -35 | -9 | -3 | -26 | -15
48 | CCN1CCN(c2ccc(NC(=O)c3ccc4c(c3)[nH]c(=O)n4Cc3ccc(OC)cc3)cc2)CC1 | -1 | -1 | -5 | -1 | 5 | -16 | -26 | -1 | 7 | -1 | 10
49 | N#Cc1cc(C(=O)c2cc(Br)ccc2O)cn(Cc2ccccc2)c1=O | 2 | 2 | 7 | -4 | 16 | -5 | -14 | 0 | 16 | -10 | 8
50 | Cc1nnc(NC(=O)c2ccccc2Br)s1 | -21 | -11 | 11 | -6 | -4 | . | -18 | 2 | 1 | 0 | -27

Gathered by group: the entries above containing a thiophene ring, fused or not
entry | SMILES | NCOA1 inh | TRAIL sens C8 | TLR9-MyD88 inh | SRC2 inh | TROY signal inh | Vif inh | LRH-1 inv ag | LMP1 NFkB inh | NOD2-RIPK2 inh | NR2F2 inh | SRC3 inh
25 | C=CCn1c(SCC(=O)NC2CCCC2)nc2sc(C)cc2c1=O | -1 | -2 | -10 | 17 | 2 | -6 | 20 | -3 | 0 | -1 | 18
40 | O=C(Nc1cccc(Cl)c1)NC1(C(=O)NCc2cccs2)CCCCC1 | 10 | 6 | -9 | 1 | 1 | . | 18 | -5 | 1 | 15 | 7

Further structures follow:
entry | SMILES | NCOA1 inh | TRAIL sens C8 | TLR9-MyD88 inh | SRC2 inh | TROY signal inh | Vif inh | LRH-1 inv ag | LMP1 NFkB inh | NOD2-RIPK2 inh | NR2F2 inh | SRC3 inh
51 | CCOC(=O)c1c(-c2ccccc2)csc1NC(=S)N(CC)CC | -3 | 11 | 2 | -5 | -18 | 8 | -11 | -3 | -6 | -8 | -16
52 | O=C(COC(=O)c1ccccc1NS(=O)(=O)c1cccs1)NC1CCCCC1 | 5 | 4 | -2 | -5 | 28 | -1 | -13 | -5 | -14 | 5 | 7
53 | CN(C(=O)C1CCN(S(=O)(=O)c2cccc3nonc23)CC1)C1CCCCC1 | 13 | -21 | 3 | 4 | 12 | -5 | 5 | -3 | 2 | 0 | 9
54 | O=C(COc1ccc(F)cc1Br)NCC1(N2CCOCC2)CCCCC1 | -1 | 13 | -4 | 6 | 18 | . | -13 | 4 | 3 | 8 | -6
55 | COC(=O)C12CCC3(SCCS3)C(C(=O)OC)(CCC13SCCS3)C2 | 9 | 10 | -12 | 5 | 0 | -18 | -8 | -1 | 0 | -3 | 11

Bioassay records deposited in PubChem BioAssay by several laboratories.
